procasp7 counter: procaspase-7 activators, primary screen, counter-screen for procaspase-3 activator project, biochemical, absorbance, HTS, human; recombinant procaspase-7, Ac-DEVD-pNA absorbance 405 nm; D23A/D198A/D206A triple mutant, cannot self-cleave; scale: DMSO 0, 5 µM enzyme 100; 0.093% of 330,000 active; activation, % at 8.5 µM; Caspase-7 (Homo sapiens), P55210; AID 463210, 2010;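 active = percent activation above the screen-wide mean plus 3 SD, cut at about 25% in these data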
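signal = Epi-absorbance of released pNA at 405 nm, two timepoints | assay system = Uncleavable procaspase-7 mutant enzyme | reagent = Ac-DEVD-pNA substrate, 400 µM as added | times = 1 h enzyme–compound preincubation and 2 h substrate reaction, both 25 °C | benchmarks = low DMSO alone, high DMSO plus 5 µM PC-7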
JMJD2C inh: inhibitors of GASC-1 histone demethylase, primary screen, biochemical, fluorescence, DELFIA europium; 0.069% of 330,000 active; inhibition, % at 2.35 µM; GST-JMJD2C(1-420) H3K9me3 demethylation; Lysine-specific demethylase 4C (Homo sapiens), Q9H3R0;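 active = more than half of a compound's replicate wells show inhibition beyond 50%, single wells judged on their own value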;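 note: signal counts dimethyl H3K9 product captured on neutravidin plate; 0% = median of DMSO wells and 100% = 0.3 times that DMSO median; strong numbers were not always called active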
Target sequence (Q9H3R0 1-420 limits assumed): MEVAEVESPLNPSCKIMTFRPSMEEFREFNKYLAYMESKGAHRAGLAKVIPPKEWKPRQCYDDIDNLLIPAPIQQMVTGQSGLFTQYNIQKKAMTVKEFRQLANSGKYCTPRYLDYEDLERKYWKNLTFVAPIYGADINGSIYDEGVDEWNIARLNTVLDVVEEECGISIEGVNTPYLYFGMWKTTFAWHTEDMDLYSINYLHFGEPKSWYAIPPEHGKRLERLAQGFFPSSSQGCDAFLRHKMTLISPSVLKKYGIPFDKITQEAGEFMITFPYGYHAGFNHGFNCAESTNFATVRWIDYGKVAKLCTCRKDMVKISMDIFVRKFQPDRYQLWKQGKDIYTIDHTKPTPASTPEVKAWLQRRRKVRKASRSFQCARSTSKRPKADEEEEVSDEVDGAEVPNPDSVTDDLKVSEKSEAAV
procasp3 activ: activators of human procaspase-3 D3A mutant, primary screen, biochemical, absorbance, PC-3 D3A mutant, single concentration; Caspase-3 (Homo sapiens), P42574; 0.11% of 330,000 active; activation, % at 8.5 µM; AID 463141, 2010; recombinant procaspase-3 D3A, Ac-DEVD-pNA absorbance 405 nm;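 active = activation above the mean of all tested compounds plus 3 SD, cut at about 21% in these data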;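 note: 0% = DMSO alone and 100% = DMSO wells spiked with extra 5 µM PC-3 D3A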
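Assay system: Procaspase-3 D3A mutant, all three cleavage aspartates alanine. Buffer or medium: Zinc-free HEPES saline buffer with Triton X-100. Times: 1 h compound preincubation, 2 h substrate hydrolysis at 25 °C. Measured by: 405 nm absorbance of p-nitroaniline, reads at 0 and 120 min. Read-out basis: percent activation relative to control range. Replicates: singlicate.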
GRK2 inh: compounds blocking aptamer binding on GRK2 – biochemical, human GRK2, bead flow cytometry, HTS, primary screen; Beta-adrenergic receptor kinase 1 (Homo sapiens), P25098; AID 488847, 2010; inhibition of aptamer binding, % at 10 µM; 0.59% of 330,000 active; FAM-aptamer displacement from GRK2;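 active = inhibition of aptamer binding above 40%, roughly 3 SD of noise, on plates passing a quality check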;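 note: median bead fluorescence of bound FAM aptamer so fluorescent compounds give negative values; no value below 0 was filed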
PP1 inh: PP1-alpha phosphatase inhibitors, primary screen, counter-screen for PP5 inhibitor project, biochemical, fluorescence, OMFP substrate, single point; purified PP1alpha; AID 2235, 2010; Serine/threonine-protein phosphatase PP1-alpha catalytic subunit (Homo sapiens), P62136; 0.9% of 320,000 active; inhibition, % at 6.7 µM;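 active = inhibition above the mean inhibition of all tested compounds plus 3 SD, computed separately for each screening campaign, cut at about 15% in these data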
PP5 primary: PP5 phosphatase inhibitors, primary screen, biochemical, fluorescence. 0.18% of 320,000 active. inhibition, % at 6.7 µM. Serine/threonine-protein phosphatase 5 (Homo sapiens), P53041. purified PP5c, OMFP substrate fluorescence;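 active = inhibition above the campaign's mean inhibition across all tested compounds plus 3 SD, cut at about 9.5% in these data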;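 note: 0% = DMSO only and 100% = 100 µM cantharidin control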
Target sequence (P53041 whole entry, looked up): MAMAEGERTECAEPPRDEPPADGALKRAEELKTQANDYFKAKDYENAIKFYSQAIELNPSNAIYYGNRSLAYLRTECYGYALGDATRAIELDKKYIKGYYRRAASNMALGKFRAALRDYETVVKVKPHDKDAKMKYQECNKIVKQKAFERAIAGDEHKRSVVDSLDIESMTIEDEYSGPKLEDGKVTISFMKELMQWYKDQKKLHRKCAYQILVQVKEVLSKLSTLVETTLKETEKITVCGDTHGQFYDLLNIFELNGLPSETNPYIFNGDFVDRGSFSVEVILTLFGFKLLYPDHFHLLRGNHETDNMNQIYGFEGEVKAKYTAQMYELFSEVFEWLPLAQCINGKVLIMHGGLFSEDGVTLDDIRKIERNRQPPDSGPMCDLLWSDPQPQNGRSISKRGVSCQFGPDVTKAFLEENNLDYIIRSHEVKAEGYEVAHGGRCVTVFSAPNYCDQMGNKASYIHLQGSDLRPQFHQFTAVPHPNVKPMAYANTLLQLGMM
Fh CTSL1 inh: Fasciola hepatica cathepsin L1 inhibitors, primary screen, counter-screen for PFM18AAP inhibitor project, biochemical, QFRET, fluorogenic peptide substrate. AID 1906, 2009. inhibition, % at 5.96 µM. recombinant F. hepatica cathepsin L1, Z-Leu-Arg-MCA fluorescence. 0.49% of 300,000 active;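 active = inhibition above the mean of all tested compounds plus 3 SD, set per screening campaign, cut at about 17% in these data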;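 note: 0% = plate median of test compound wells and 100% = 1 µM Z-Phe-Ala-diazomethylketone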
VLA-4 inh: inhibition in human VLA-4 binding assay, primary screen, VLA-4 allosteric modulator project, MLPCN library, flow cytometry, VLA-4 expressing cells; 0.2% of 330,000 active; Integrin alpha-4 (Homo sapiens), P13612; inhibition, % (about 7 µM as worked out from the volumes in the protocol); ligand binding flow cytometry; in the data active = inhibition above about 50%
HCV core dimer: inhibitors of HCV core protein dimerization, primary screen, biochemical, TR-FRET, high-throughput | TR-FRET GST/Flag-core106 dimerization, 1536-well | inhibition, % at 5 µM | 0.33% of 300,000 active | AID 1899, 2009;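 active = inhibition above the mean of all tested compounds plus 3 SD, set per screening campaign, cut at about 45% in these data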
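Material: Tagged HCV core106 pair (GST and Flag) | Amount: GST-core106 13.5 nM, Flag-core106 17 nM | Medium: KF-containing HEPES buffer, pH 7.45, DTT, CHAPS, BSA | Reagent: Eu donor and XL665 acceptor anti-tag antibodies | Schedule: 4 h at 22.5 °C | Technique: Time-resolved FRET, ex 340 nm, em 617 and 671 nm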
Numbers without * were called inactive; · = no result given.

The line under a structure holds: VLA-4 inh	GRK2 inh	HCV core dimer	Fh CTSL1 inh	PP5 primary	PP1 inh	procasp7 counter	JMJD2C inh	procasp3 activ
COC(=O)N/N=C/c1ccc(-c2cc(Cl)cc(Cl)c2)o1
  12	0	0	11	1.4	3	-1	-3	8
O=C(CCN1CCCCC1)NCC1OCCc2ccccc21 (stereo not given)
  -3	0	1	4	1.8	-1	4	-11	3
O=[N+]([O-])c1ccc(C=Nc2cccc3ccccc23)s1
  12	0	-19	7	0.3	0	-1	27	-1
COc1cc(C(=O)NNC(=O)/C=C/c2ccco2)cc(OC)c1OC
  -2	42*	·	·	·	·	-24	5	-16
CCn1c2ccccc2c2cc(NC(=O)COC(=O)c3ccc(O)cc3)ccc21
  -7	0	-4	-1	4.6	1	-5	-9	-13
Cc1nc(S(=O)(=O)N2CCOCC2)c(C#N)c(C)c1Cl
  9	0	2	0	1.3	4	8	-8	3
CCOC(=O)c1c(C)n(-c2ccc(OC)cc2)c2c(C/C(C)=N/O)c(Br)c(OC)c(O)c12
  22	0	6	-3	3.6	-1	5	4	1
COc1cc(C(=O)N/N=C(\Cc2ncc[nH]2)c2ccccc2)cc(OC)c1OC
  -7	0	-4	0	1.9	-2	10	·	3
COc1cc(NC(=O)CNC(c2ccccc2)c2ccccc2)cc(OC)c1OC
  38	0	10	0	3.5	0	-2	33	-3
COc1ccccc1C(=O)Nc1ccc(C(=O)/C=C/c2cccs2)cc1
  -10	5	2	8	2.1	1	-8	3	-12
O=C(COC(=O)c1ccc([N+](=O)[O-])s1)Nc1ccccc1
  0	5	-11	74*	1.3	0	5	-2	6
CCOc1ccc2nc(SCC(=O)Nc3nonc3C)[nH]c2c1
  26	0	-3	4	0.1	-5	3	21	-5
CC(=O)Nc1ccc2c(c1)CCCC2=O
  2	3	-4	1	1.1	-1	2	2	4
COCCN1CCN(Cc2cn(C)nc2-c2ccc(Oc3ccccc3)cc2)CC1
  3	0	-2	-3	-0.8	-2	6	9	2
Cc1ccccc1CCN(C(=O)CN1C(=O)c2ccccc2S1(=O)=O)C(C(=O)NCC1CCCO1)c1ccncc1 (stereo not given)
  1	0	-2	2	0.9	-2	-1	3	0
COc1cccc(CC(=O)NNC(=O)c2c(-c3ccccc3)noc2C)c1
  11	1	-2	0	-1.4	-3	6	3	10
O=c1[nH]nnc2sc3c(c12)CCCC3
  12	3	2	-3	1.1	-1	5	4	-1
CC(OC(=O)Cn1cc(C(F)(F)F)ccc1=O)C(=O)NC(C)c1ccc(Cl)cc1Cl (stereo not given)
  -3	3	·	·	0.8	-7	0	·	-1
CC(C)C(=O)Nc1ccc2c(c1)C(=O)NC2=O
  -2	0	5	6	0.9	-1	-3	-28	8
CCCCc1c(O)nc(N2CCN(Cc3ccccc3)CC2)[nH]c1=O
  4	0	3	1	1.6	-3	-7	-4	5
CCOc1ccc(C(=O)Nc2cc(C)on2)cc1OCC
  13	2	0	1	0.9	-5	3	-4	9
CC(=O)Nc1ccc(S(=O)(=O)NCCSCc2ccco2)cc1
  26	8	10	-1	3.6	-2	-10	4	2
Cc1ccc(-c2cc(C(F)F)n3ncc(C(=O)N4CCc5ccccc5C4)c3n2)cc1
  3	4	18	1	3.5	7	8	6	10
COc1ccc(C(C)=O)cc1Cn1cnc2c(cnn2C)c1=O
  6	0	2	3	0.8	1	15	2	6
CCC(=O)N1CCN(c2nc3ccccc3s2)CC1
  -7	2	-2	1	2.7	-4	-4	2	-3
Cc1ccccc1Cn1c2ccccc2c2cnn(CC(=O)NCc3ccccn3)c(=O)c21
  0	0	15	1	0.2	0	3	5	6
CSC(=Nc1ccc(Cl)cc1)N[n+]1ccccc1
  4	1	-4	5	0.7	0	5	-9	-8
CC(C)C(NC(=O)/C(=C\c1ccco1)NC(=O)c1ccco1)C(=O)O (stereo not given)
  14	0	8	2	-1.0	4	-4	18	-3
Cc1nn(CCC#N)c(NC(=O)c2ccc(Cl)cc2)c1P(=O)(Nc1ccc([N+](=O)[O-])cc1)N1CCOCC1 (stereo not given)
  -2	1	-4	2	1.9	1	2	1	-4
OC1(C#CCCN2CCCCC2)c2ccccc2-c2ccccc21
  8	2	0	-1	0.5	-1	8	-1	6
CCOC(=O)CSc1ccc(C(=O)NCCN2CCOCC2)cc1[N+](=O)[O-]
  22	0	3	1	2.1	-5	0	3	-9
Cc1ccc(S(=O)(=O)N2CCN(C(=O)c3cc4c(s3)CCCC4)CC2)c(C)c1
  17	49*	·	·	2.5	3	-9	-1	0
Cc1ccc(CN2CCN(CCC(C)C)C(CCO)C2)s1 (stereo not given)
  -4	3	7	-1	-2.5	-5	-2	20	2
COc1cc(CNCc2cc(OC)c(OC)c(OC)c2)cc(OC)c1
  -14	2	-8	-2	4.3	3	6	6	0
CCOC(=O)/C(C#N)=C/c1cc2ccccc2nc1N1CCOCC1
  18	6	6	-2	1.8	-1	-3	-6	4
Cc1cc(C)n2cc(CSc3ccccn3)nc2n1
  -4	1	4	-7	1.8	-3	-6	6	-10
O=C(CSc1cn[nH]n1)Nc1ccc(O)c(C(=O)O)c1
  6	2	-2	-2	-0.6	0	-20	1	2
COC(=O)[C@@H](NC(=O)c1ccccc1OC1CCN(S(C)(=O)=O)CC1)C(C)C
  2	0	-1	0	-2.8	-1	0	6	6
O=C(NCc1cccs1)c1ccc([N+](=O)[O-])cc1Cl
  -13	0	-5	5	-0.1	-2	6	-8	3
Cc1nc2ccccc2c2oc(C(=O)NCCCN3CC(C)CC(C)C3)cc12 (stereo not given)
  5	0	12	0	-1.9	-2	-5	-9	2
O=[N+]([O-])c1ccccc1Nc1cccnc1
  -12	0	-7	0	-0.3	4	6	-4	-4
COC(=O)c1cnc2c(c(C)nn2C)c1OC
  -5	5	-2	-4	0.5	-3	5	-6	-4
CC(C)(C)NC(=O)NC(=O)COC(=O)CNS(=O)(=O)/C=C/c1ccccc1
  2	3	-15	-13	-2.4	-4	4	1	7
Cc1ccc(S(=O)(=O)N2CCC(=O)N(C(COCc3ccccc3)Cc3ccccc3)CC2)cc1 (stereo not given)
  18	0	20	0	5.0	2	5	4	4
C=C(C)c1ccc(C(C)(C)NC(=O)N2CCN(C)CC2)cc1
  3	0	-4	-3	3.7	-1	6	0	6
COc1ccc(N2CCN(C(C)C(=O)N(C)Cc3ccccc3)CC2)cc1 (stereo not given)
  2	2	-4	-4	-2.2	-2	-3	1	-1
COc1ccc(CCNC(=O)C(C)OC(=O)c2cccs2)cc1OC (stereo not given)
  17	3	-7	-3	1.4	1	9	1	6
O=C(CN1C(=O)C2CCCCC2C1=O)OCC(=O)c1ccc(Cl)s1 (stereo not given)
  2	0	4	1	-0.8	4	-2	-6	3

Compounds from the list above containing a nitro group on carbon:
The line under a structure holds: VLA-4 inh	GRK2 inh	HCV core dimer	Fh CTSL1 inh	PP5 primary	PP1 inh	procasp7 counter	JMJD2C inh	procasp3 activ
O=[N+]([O-])c1ccc(C=Nc2cccc3ccccc23)s1
  12	0	-19	7	0.3	0	-1	27	-1
O=C(COC(=O)c1ccc([N+](=O)[O-])s1)Nc1ccccc1
  0	5	-11	74*	1.3	0	5	-2	6
Cc1nn(CCC#N)c(NC(=O)c2ccc(Cl)cc2)c1P(=O)(Nc1ccc([N+](=O)[O-])cc1)N1CCOCC1 (stereo not given)
  -2	1	-4	2	1.9	1	2	1	-4
CCOC(=O)CSc1ccc(C(=O)NCCN2CCOCC2)cc1[N+](=O)[O-]
  22	0	3	1	2.1	-5	0	3	-9
O=C(NCc1cccs1)c1ccc([N+](=O)[O-])cc1Cl
  -13	0	-5	5	-0.1	-2	6	-8	3
O=[N+]([O-])c1ccccc1Nc1cccnc1
  -12	0	-7	0	-0.3	4	6	-4	-4
